14-3-3 Bad inh = disrupts binding of bovine 14-3-3 zeta to phospho-Bad peptide; TR-FRET 14-3-3zeta/Dy647-pBad peptide displacement, 1 h; inhibition, % at 21.7 µM; actives 0.71% (n = 220,000); AID 781;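 active = inhibition above about 70%, limit read from the data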;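 also: 0% = full 14-3-3 plus peptide FRET controls and 100% = background without 14-3-3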
L929 necroptosis = L929 zVAD cell death inhibition. L929 zVAD necroptosis rescue, ATP luminescence, 24 h; with zVAD 60 µM. viability rescue, % at 10 µM. actives 0.38% (n = 220,000). AID 1377;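 active = activation, scaled between plate controls, above about 75%, limit read from the data; inactive = activation under that limit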;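 also: 0% = zVAD with DMSO and 100% = DMSO alone without zVAD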
Tb hexokinase = blocks Trypanosoma brucei hexokinase 1 activity; recombinant TbHK1, G6PDH-coupled NADH A340; inhibition, % at 10 µM; actives 0.11% (n = 220,000);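 active = inhibition of 50% or more in the single-dose primary screen; inactive = inhibition below 50%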
Runt-CBFb FRET = blocks binding of human RUNX1 Runt domain to CBFb | Q01196+Q13951 | Cerulean-Runt/Venus-CBFb FRET ratio 530/480, 1 h | actives 0.46% (n = 220,000) | AID 1496 | inhibition, % at 20 µM;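 active = inhibition over about 50% at 20 µM in the single-dose screen, limit read from the data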;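 also: 0% = DMSO wells and 100% = excess unlabeled CBFb competitor control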
Target sequence (Q01196 whole entry, looked up, the tested form may be a part): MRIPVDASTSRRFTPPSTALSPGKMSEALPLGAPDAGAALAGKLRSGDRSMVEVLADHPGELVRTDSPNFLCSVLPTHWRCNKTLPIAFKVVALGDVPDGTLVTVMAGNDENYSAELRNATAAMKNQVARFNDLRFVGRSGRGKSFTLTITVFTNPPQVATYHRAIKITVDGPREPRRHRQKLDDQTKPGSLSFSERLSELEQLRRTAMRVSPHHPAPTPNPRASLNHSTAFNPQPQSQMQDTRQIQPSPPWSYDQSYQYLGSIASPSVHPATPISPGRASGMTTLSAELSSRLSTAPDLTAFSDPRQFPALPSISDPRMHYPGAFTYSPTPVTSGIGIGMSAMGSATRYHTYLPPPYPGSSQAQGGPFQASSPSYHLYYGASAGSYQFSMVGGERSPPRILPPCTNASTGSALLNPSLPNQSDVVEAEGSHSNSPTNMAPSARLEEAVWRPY
Target sequence (Q13951 whole entry, looked up, the tested form may be a part): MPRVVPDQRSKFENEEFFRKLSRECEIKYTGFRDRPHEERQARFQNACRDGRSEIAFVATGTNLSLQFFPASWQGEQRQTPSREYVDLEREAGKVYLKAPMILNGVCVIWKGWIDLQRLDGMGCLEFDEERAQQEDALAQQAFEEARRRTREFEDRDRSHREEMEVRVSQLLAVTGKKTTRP
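Assay system: Cerulean-tagged RUNX1 Runt domain (FRET donor) fusion protein / Amount: 100 nM each of Venus-CBFb and Cerulean-Runt domain / Medium: Tris buffer pH 7.5 with salts and BSA / Also added: Venus-CBFb 100 nM / Schedule: 1 h complex formation plus 1 h compound treatment, room temperature / Signal: FRET fluorescence / Read-out: loss of energy transfer signal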
Mdm2 ligase inh = inhibitors of human Mdm2 E3 ubiquitin ligase; actives 0.11% (n = 210,000); cell-based MDM2 ubiquitination luciferase reporter, 2 h; 0 = plate control, 100 = twice control, blank-subtracted; signal enhancement, % at 5 µM; Q00987;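 active = signal enhancement of 30% or more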;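 also: luminescence tracks abundance of the self-degrading MDM2-luciferase fusion protein; higher signal means inhibition of MDM2 E3 ligase activity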
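System: stable MDM2–luciferase fusion reporter cells / Input: 2000 cells seeded into each well / Schedule: 4 h settle plus 2 h compound, 37 °C / Compound: single-point 5 µM / Buffer or medium: cells held in DMEM / Benchmarks: control and blank well means / Evaluation: percent signal gain over controls, blank-subtracted / Measured by: luciferase luminescence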
Hck-Nef inh = inhibitors of human Hck kinase activated by Nef; actives 0.68% (n = 220,000); inhibition, % at 20 µM; Recombinant Hck-YEEI plus Nef, Z-Lyte FRET kinase assay; P08631; AID 463187;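 active = Hck-Nef kinase inhibition above about 50%, limit read from the data; inactive = inhibition below that limit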;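 also: 0% = DMSO with Hck plus Nef and 100% = Hck alone without Nef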
EBV gp42 block = inhibitors of Epstein-Barr virus glycoprotein 42. AID 1085. actives 0.42% (n = 220,000). Fluorescence polarization binding assay, mP read-out. inhibition, % (tested at 21.74 µM); in the data active = inhibition above about 50%
NCF1 inh = inhibitors of human p47phox binding | actives 0.53% (n = 220,000) | inhibition, % at 24.7 µM | P14598 | AID 1274 | p47phox/p22phox peptide binding, fluorescence polarization, 2 h;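 active = inhibition above about 30%, limit read from the data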;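 also: 0% = p47phox with labelled peptide and 100% = labelled peptide alone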
Target sequence (P14598 whole entry, looked up): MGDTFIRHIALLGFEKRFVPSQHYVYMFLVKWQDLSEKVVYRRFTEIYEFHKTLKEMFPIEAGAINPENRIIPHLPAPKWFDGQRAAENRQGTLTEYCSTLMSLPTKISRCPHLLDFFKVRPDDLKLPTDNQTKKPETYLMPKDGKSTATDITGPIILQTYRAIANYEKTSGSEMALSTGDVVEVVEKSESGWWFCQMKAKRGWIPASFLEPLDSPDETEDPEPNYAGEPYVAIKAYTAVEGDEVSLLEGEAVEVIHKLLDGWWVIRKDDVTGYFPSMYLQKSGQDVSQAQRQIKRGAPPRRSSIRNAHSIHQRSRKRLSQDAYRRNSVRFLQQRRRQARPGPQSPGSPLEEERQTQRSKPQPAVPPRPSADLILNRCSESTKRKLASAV
Runt-SMMHC FRET = Runt domain-CBFb-SMMHC interaction inhibition; actives 0.74% (n = 220,000); inhibition, % at 20 µM; AID 1434; Q01196+Q13951; Cerulean-Runt/Venus-CBFb-SMMHC FRET ratio 530/480, 1 h;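 active = mean inhibition across duplicate retests at 20 µM reaching about 50%, limit read from the data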;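 also: 0% = DMSO wells and 100% = wells with excess untagged CBFb-SMMHC; inhibitors lower the FRET ratio by blocking Runt binding to CBFb-SMMHC; some results filed as inactive read as strong as hits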
Numbers without * were called inactive; x = not tested or not shown; [ ] = remark or other dose.

SMILES	14-3-3 Bad inh	L929 necroptosis	Tb hexokinase	Runt-CBFb FRET	Mdm2 ligase inh	Hck-Nef inh	EBV gp42 block	NCF1 inh	Runt-SMMHC FRET
CCCCc1cc(=O)oc2cc(OCC(=O)N3CCc4ccccc43)ccc12	-12	0.7	-9	-1	-10	0	-6	-6	-1
O=c1nc(-c2ccccc2)c2cc(Cl)ccc2[nH]1	11[fluorescence artefact?]	0.3	-5	4	0	11	0	-11	-7
O=C(C1CCCO1)N1CCN(S(=O)(=O)c2ccccc2)CC1 (centres undefined)	-4[fluorescence artefact?]	-0.1	-2	1	-9	2	-11	-5	3
C=CCN(CC=C)C(=O)COC(=O)c1n[nH]c2ccccc12	-2	2.6	1	1	-14	23	-7	0	-3
CC(NC(=O)c1ccco1)C(c1cccs1)N1CCN(c2ccc(F)cc2)CC1 (centres undefined)	7	0.0	1	-4	-21	1	-14	-2	-4
c1csc(-c2nn3cnnc3c3ccccc23)c1	-19	17	-6	-3	-11	25	-13	-6	-1
CC(=C1C(=O)c2ccccc2C1=O)N1CCN(CCN=CC2=C(O)CC(C)(C)CC2=O)CC1	7	0.8	-42	-1	-2	-22	-14	-15	-3
CCOc1cc(C(=O)Nc2ccc(NC(C)=O)cc2)ccc1OCC(=O)N1CCCCC1	4[fluorescence artefact?]	0.7	-3	-1	x	1	-45	-6	-2
Cc1ccccc1-c1nn(-c2ccc(F)cc2F)cc1CNCCN(C)C	7	-1.4	-1	-1	-11	-4	-7	-5	-3
CC(C)CNC(=O)C(=O)NCCCN1CCOCC1	3	1.0	-2	3	-1	21	-10	-4	1
Cc1[nH]nc2c1C(c1ccc(OC(=O)c3ccco3)cc1)C(C#N)=C(N)O2 (centres undefined)	-11	2.0	-3	-2	-14	0	-20	-3	-2
CN1C=C(C(F)(F)F)C=C/C1=C(\C#N)c1nnc2n1CCCCC2	8	-0.1	-12	-2	-32	4	-10	-6	0
COc1ccc(CCNc2nc(C)nc3c2oc2ccccc23)cc1OC	75*	-0.1	-7	-33	-15	0	-5	1	-6
CCCn1cc(CN2CCCC(CNC(=O)c3ccc(F)cc3)C2)c(C)n1 (centres undefined)	-6	-0.9	7	1	1	23	-122	-85	-4
CCOc1ccc(NC(=S)N2CCCN(Cc3cc(C)ccc3C)C2)cc1	-14	0.3	5	0	-18	23	-28	-2	-1
CCn1cc(C(=O)O)c(=O)c2cc(Br)ccc21	9	-0.3	-21	3	-13	0	-9	-10	1
CCn1c(O)c(C2=c3ccccc3=NC2=O)c2cc(Br)ccc21	1	1.1	5	11	12	-14	5	5	5
Clc1ccccc1CO/N=C1\CCCc2nonc21	-8	0.7	-1	-1	-2	1	-6	-2	1
O=C(O)C1(NS(=O)(=O)c2ccc(Cl)cc2)CCCCC1	-7	0.3	-12	0	-15	4	-5	3	4
CCc1c(C)nc(Nc2nc(C)c3ccc(OC)cc3n2)[nH]c1=O	-11	4.7	-19	8	-16	1	-22	-19	1
O=C(/C=C/c1ccccc1)NC(=S)Nc1ccc(CN2CCOCC2)cc1	-7	1.0	-19	-7	-6	2	-2	-8	3
Cc1ccccc1-n1c(Cn2c(=O)sc3ccccc32)nnc1SCC(=O)N1CCCC1	-8	-1.5	1	1	-31	1	-15	-9	-1
O=c1oc2c(CN3CCCCC3)c(O)ccc2c2c1CCCCC2	1	0.9	-16	73*	-6	49	-2	6	94*
O=C(NCCc1ccccc1)Nc1ccc(Cl)cc1	0	0.0	19	-6	-14	0	12	-13	-6
COc1c(F)c(F)c(C(=O)Nc2ccc(NC(=O)c3ccco3)cc2)c(F)c1F	6	18	-10	0	5	1	-3	-8	-3

Single records (already shown). Values in the order: 14-3-3 Bad inh | L929 necroptosis | Tb hexokinase | Runt-CBFb FRET | Mdm2 ligase inh | Hck-Nef inh | EBV gp42 block | NCF1 inh | Runt-SMMHC FRET
`O=C(C1CCCO1)N1CCN(S(=O)(=O)c2ccccc2)CC1` (centres undefined) is entered as -4[fluorescence artefact?] | -0.1 | -2 | 1 | -9 | 2 | -11 | -5 | 3
`O=C(O)C1(NS(=O)(=O)c2ccc(Cl)cc2)CCCCC1` is entered as -7 | 0.3 | -12 | 0 | -15 | 4 | -5 | 3 | 4
`Cc1ccccc1-n1c(Cn2c(=O)sc3ccccc32)nnc1SCC(=O)N1CCCC1` is entered as -8 | -1.5 | 1 | 1 | -31 | 1 | -15 | -9 | -1
`Cc1ccccc1-c1nn(-c2ccc(F)cc2F)cc1CNCCN(C)C` is entered as 7 | -1.4 | -1 | -1 | -11 | -4 | -7 | -5 | -3
`COc1ccc(CCNc2nc(C)nc3c2oc2ccccc23)cc1OC` is entered as 75* | -0.1 | -7 | -33 | -15 | 0 | -5 | 1 | -6

Remaining list, next part
SMILES	14-3-3 Bad inh	L929 necroptosis	Tb hexokinase	Runt-CBFb FRET	Mdm2 ligase inh	Hck-Nef inh	EBV gp42 block	NCF1 inh	Runt-SMMHC FRET
O=C(C/C(=N\NC(=O)c1ccccc1Br)C(F)(F)F)c1cccs1	11[fluorescence artefact?]	0.3	3	-2	-19	2	0	2	-8
COc1ccc(-n2c(C)cc(/C=C3\SC(=S)NC3=O)c2C)cc1	-4	7.7	-5	1	12	21	-8	-22	-33
CCc1cccc(C)c1NC(=O)CSc1nc2ccc(N3C(=O)c4ccccc4C3=O)cc2s1	4[fluorescence artefact?]	0.1	18	-3	-19	6	-11	-13	0
CC(C)CCN(CCC(C)C)CC(O)Cn1c2ccccc2c(=O)c2ccccc21 (centres undefined)	-5	0.0	11	107*	-15	117*	-5	-7	82*
CN(C)c1cccc(-c2nnc(SCCCC#N)o2)c1	-7	0.0	-5	5	-25	1	-3	-10	2
Cc1ccc(C2CC(C(F)(F)F)n3ncc(C(=O)NCc4ccco4)c3N2)cc1 (centres undefined)	-12	0.3	50	-3	-6	2	0	-18	1
COC(C[C@@H](O)CC(=O)[C@H](C)OCc1ccccc1)OC	-2	-0.1	4	0	9	24	-10	-7	0
CCCCNC(=S)N(C)/N=C/c1c(F)c(F)c(F)c(F)c1F	-7	0.0	1	-7	-4	-2	10	-1	2
O=C(NCc1ccccn1)c1cc(-n2cnnc2)ccc1Cl	-10	0.2	-2	1	-3	-7	-3	1	1
CCOC(=O)c1c(C(C)(C)C)oc2ccc(OCC#N)cc12	7	0.6	4	-5	4	0	-8	12	-2
C=CCOc1c2ccc(C(=O)NCc3ccc(C)cc3)cc2nn1C	0	-0.1	-2	x	-13	0	-11	-18	-1
CCC(C)(C)NC(=O)C(c1ccncc1)N(Cc1cccs1)C(=O)Cn1nnc2ccccc21 (centres undefined)	-23[fluorescence artefact?]	-0.3	-2	-1	-15	0	-5	1	-7
COCC(C)NC(=O)c1cc2cccc([N+](=O)[O-])c2[nH]1 (centres undefined)	-7	0.3	-20	-2	-2	19	-6	-2	-1
CCOC(=O)Cc1cnc(NC(=O)c2ccccc2)s1	4	-0.1	-1	2	-24	3	-9	-2	-6
Cc1cc(NC(=O)CCC(=O)N(c2ccccc2)C2(C(=O)NC3CCCCC3)CCCC2)no1	-7	1.6	0	-3	-7	1	4	4	2
COC(=O)C(C)n1nnc2sc(-c3ccccc3)cc2c1=O (centres undefined)	-21	1.9	-17	58*	-19	24	-5	-13	124*
Cc1ccc(S(=O)(=O)N(CC(=O)Nc2cccc([N+](=O)[O-])c2)Cc2ccc(Cl)cc2)cc1	-7	0.9	13	1	-9	1	6	-22	0
Cc1ccc(CNc2ncnc3cc(Cl)ccc23)o1	22	0.5	22	2	-15	-14	4	-5	-3
O=C(NC1CCCCC1)c1cc(Cl)ccc1[N+](=O)[O-]	-7	0.5	-5	0	-6	0	-8	0	-4
c1ccc2c(CN3CCCCC3)csc2c1	-9	0.7	0	0	6	-1	-10	-8	-1
C=CCOc1cccc(C2c3c(oc4ccc(F)cc4c3=O)C(=O)N2CCCN2CCOCC2)c1 (centres undefined)	-2	-0.1	-14	0	-29	26	-20	-2	4
Cc1ccc(COc2ccc(/C=N/NC(=O)CN3CCCCC3)cc2)cc1	-5	39	-1	0	-5	25	-16	-10	3
Cc1ccccc1NC(=S)N(Cc1ccco1)C(C)c1ccccn1 (centres undefined)	0	0.2	-4	2	x	4	-5	x	-2
COCCNS(=O)(=O)c1cc(OC)ccc1OC	-15	0.8	3	1	-10	-8	-10	0	0
COc1ccc([N+](=O)[O-])cc1N(CC(=O)NCCSc1ccccc1)S(C)(=O)=O	-6	-0.7	-10	0	-7	19	-27	1	1

Carrying on:
SMILES	14-3-3 Bad inh	L929 necroptosis	Tb hexokinase	Runt-CBFb FRET	Mdm2 ligase inh	Hck-Nef inh	EBV gp42 block	NCF1 inh	Runt-SMMHC FRET
CC(C)N1CCc2c(sc(NC(=O)CN3C(=O)c4ccccc4C3=O)c2C(N)=O)C1	-10	0.4	-5	98*	-5	12	-3	2	129*
Cc1nc2ccccc2n1C1CC(=O)N(N(C)C)C1=O (centres undefined)	-14	0.0	13	-1	-5	-17	-14	6	-1
CCOC(=O)C1CCN(C(c2cccc(F)c2)c2sc3nc(C)nn3c2O)CC1 (centres undefined)	5	0.7	3	-3	-5	0	8	-12	-1
COC(=O)c1cc(NC(=O)C(C)c2ccc(CC(C)C)cc2)ccc1O (centres undefined)	-6	0.7	1	0	10	18	-11	-1	2
CCn1c(O)c(/C=N/N=C2CCCCC2)c2cc(C3=NNC(=O)CC3)ccc21	-14	-0.6	-35	-8	1	1	2	-123	-105
COc1ccc2c(c1)C=C(C(=O)NCc1ccc(Cl)cc1)CO2	-7	0.1	-3	1	-6	-1	-1	-5	0
CCCc1cc(=O)[nH]c(SCC(=O)N(CC)C2CCS(=O)(=O)C2)n1 (centres undefined)	-4	-0.3	23	2	-7	-12	-13	-4	2
CCOCCCNCC(=O)N1CCN(S(=O)(=O)c2ccc(C)cc2)CC1	26	0.3	2	0	-15	-21	-15	-11	1

Taken from above.
Under Tb hexokinase, O=C(NCCc1ccccc1)Nc1ccc(Cl)cc1 is listed with 19
Under EBV gp42 block, O=C(C1CCCO1)N1CCN(S(=O)(=O)c2ccccc2)CC1 (centres undefined) is listed with -11
Under 14-3-3 Bad inh, COC(=O)c1cc(NC(=O)C(C)c2ccc(CC(C)C)cc2)ccc1O (centres undefined) is listed with -6
Under Hck-Nef inh, CCOc1ccc(NC(=S)N2CCCN(Cc3cc(C)ccc3C)C2)cc1 is listed with 23
Under Hck-Nef inh, COc1ccc([N+](=O)[O-])cc1N(CC(=O)NCCSc1ccccc1)S(C)(=O)=O is listed with 19
